Avidin fluor: compound fluoresces at 488/530 nm on avidin beads. fluorescence (KMESF) at 10 µM. AID 1775. compound fluorescence 488/530 nm, flow cytometry; stronger effect = higher value. 220,000 compounds, 0.38% hits; in the data active = fluorescence above about 47; note: inactives centre near 10
GSH fluor: GSH bead compound fluorescence profile | GSH beads flow cytometry, compound fluorescence 488/530 nm; stronger effect = higher value | fluorescence (KMESF) at 10 µM | 190,000 compounds, 0.25% hits | AID 1776; in the data active = fluorescence above about 89;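 note: glutathione beads carrying GST-tagged Bcl family fusion proteins plus one bare bead set; values are compound well signal with DMSO vehicle wells as background; inactives centre near 16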
Rac1 wt GTP bind: alters GTP binding to wildtype human Rac1 | P63000 | GST-Rac1 beads, fluorescent GTP binding, flow cytometry; actives lie on both sides; 0 = cold GTP competed, 100 = untreated | GTP binding activity (% of control), % at 10 µM | 190,000 compounds, 0.27% hits;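 active = GTP binding activity at least 20 points away from the 100% control level, either lower or higher; inconclusive = compound flagged as likely green fluorescent, judged across all proteins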
Rac1 mut GTP: alters GTP binding to activated mutant human Rac1; GST-Rac1 activated beads, fluorescent GTP binding, flow cytometry; actives lie on both sides; 100% means binding = to untreated wells; 190,000 compounds, 0.11% hits; percent activity (GTP binding), % at 10 µM;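 active = GTP binding at least 20 percentage points away from the 100% baseline, in either direction, so actives lie on both sides; inconclusive = Compound likely fluorescent itself, or too few beads counted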
Rab7 wt GTP bind: alters GTP binding to wildtype dog Rab7; GTP binding activity (percent of control), % at 10 µM; GST-Rab7 beads, fluorescent GTP binding, flow cytometry; actives lie on both sides; untreated = 100%, excess cold GTP = 0%; 190,000 compounds, 0.055% hits; AID 758;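 active = fluorescent GTP binding to Rab7 beads changed by at least 20 points from the 100% baseline, either direction, mostly lower; inconclusive = compound itself probably fluorescent, or too few beads counted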;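 note: median green fluorescence of bound Bodipy-FL-GTP per Rab7 bead population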
Pf gametocyte: P. falciparum stage V gametocyte viability inhibition. P. falciparum stage V gametocytes, ATP luminescence, 24 h. inhibition, % at 10.9 µM. 150,000 compounds, 0.065% hits;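 active = inhibition above the mean plus 3 SD of compounds within the control limits, set per campaign, cut at about 38% in these data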;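 note: 0% = DMSO wells and 100% = medium only without gametocytes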
HRas wt GTP bind: changes GTP binding to wildtype human HRas. P01112. GTP binding activity, % at 10 µM. GST-Ras wt beads, Bodipy-FL-GTP binding, flow cytometry; actives lie on both sides. 190,000 compounds, 0.14% hits;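 active = GTP binding activity at least 20% away from the 100% baseline, either lowered as inhibitor or raised as activator; inconclusive = flagged as likely green fluorescent, judged across all proteins in the well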;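 note: 0% = unlabeled GTP competition control and 100% = no-compound control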
Target sequence (P01112 whole entry, looked up): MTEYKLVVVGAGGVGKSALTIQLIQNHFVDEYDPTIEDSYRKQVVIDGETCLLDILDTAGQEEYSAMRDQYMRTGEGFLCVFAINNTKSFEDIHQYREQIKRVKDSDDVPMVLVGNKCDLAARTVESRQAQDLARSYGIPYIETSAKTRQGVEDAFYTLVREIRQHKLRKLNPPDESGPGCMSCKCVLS
Cdc42 wt: human Cdc42 wildtype GTP binding change, either direction. percent activity (GTP binding), % at 10 µM. 190,000 compounds, 0.2% hits. GST-Cdc42 beads, Bodipy-GTP binding, flow cytometry; actives lie on both sides. AID 761. P60953;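 active = percent activity GTP binding at least 20 points away from the 100% baseline, either down as inhibitor or up as activator; inconclusive = compound flagged as likely green fluorescent from well-wide comparison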;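 note: median bead fluorescence of bound Bodipy-FL-GTP at 100 nM; 0% = excess unlabeled GTP control and 100% = no compound control; below 100% means less GTP binding so inhibitor and above means activator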
Target sequence (P60953 whole entry, looked up): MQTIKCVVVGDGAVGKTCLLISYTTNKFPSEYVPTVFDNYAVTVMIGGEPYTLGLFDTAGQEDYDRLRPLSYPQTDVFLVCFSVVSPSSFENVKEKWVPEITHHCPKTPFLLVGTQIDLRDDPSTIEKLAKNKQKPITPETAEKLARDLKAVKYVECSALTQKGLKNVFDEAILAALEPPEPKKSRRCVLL
ABCB1 inh: inhibitors of human ABCB1 transporter, ABCG2 counter-screen. P08183. CCRF-Adr cells, JC-1 efflux, flow cytometry. inhibition, % at 6.6 µM. 190,000 compounds, 0.067% hits. AID 1326; in the data active = inhibition above about 40%;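 note: 0% = vehicle and 100% = reference inhibitor; higher value means more JC-1 retained so stronger ABCB1 efflux block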
ABCG2 block: human ABCG2 inhibition, ABCB1 as counter-screen | Q9UNQ0 | IgMXP3 cells, JC-1 efflux, flow cytometry | inhibition, % at 6.6 µM | 190,000 compounds, 0.1% hits | AID 1325;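 active = inhibition above 80%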;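 note: 0% = DMSO and 100% = nicardipine control wells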
Target sequence (Q9UNQ0 whole entry, looked up): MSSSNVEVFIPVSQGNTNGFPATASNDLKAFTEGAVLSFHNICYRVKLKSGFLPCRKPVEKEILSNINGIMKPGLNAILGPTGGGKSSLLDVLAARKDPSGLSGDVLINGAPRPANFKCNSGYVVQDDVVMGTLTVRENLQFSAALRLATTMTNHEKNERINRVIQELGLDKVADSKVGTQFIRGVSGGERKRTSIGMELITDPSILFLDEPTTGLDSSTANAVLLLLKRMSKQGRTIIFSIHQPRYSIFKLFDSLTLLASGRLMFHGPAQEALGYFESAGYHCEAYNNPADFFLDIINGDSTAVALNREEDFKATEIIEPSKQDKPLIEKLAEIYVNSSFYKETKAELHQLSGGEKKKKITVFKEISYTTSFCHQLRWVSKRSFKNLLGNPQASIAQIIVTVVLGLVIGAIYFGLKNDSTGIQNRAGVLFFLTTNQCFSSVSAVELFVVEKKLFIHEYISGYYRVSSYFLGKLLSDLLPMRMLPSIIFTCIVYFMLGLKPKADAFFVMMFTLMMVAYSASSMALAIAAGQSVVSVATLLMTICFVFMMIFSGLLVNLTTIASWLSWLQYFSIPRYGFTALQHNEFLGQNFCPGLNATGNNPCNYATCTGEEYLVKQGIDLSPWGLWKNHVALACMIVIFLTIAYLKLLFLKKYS
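Test system: IgMXP3 (ABCG2) plus far-red-tagged CCRF-Adr (ABCB1) cells. Reagent: JC-1 dye as substrate. Timing: 10 min exposure at 25 °C with rotation, no wash. Measured by: flow cytometric JC-1 green MFI at 530 nm. Read-out: percent efflux inhibition, scaled nicardipine 100% to DMSO 0%. Control set: nicardipine and DMSO wells.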
Rab2 wt GTP: changes GTP binding to wildtype dog Rab2A, up or down | GST-Rab2 wt beads, Bodipy-GTP binding, flow cytometry | GTP binding activity, % at 10 µM | 190,000 compounds, 0.19% hits | AID 760;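 active = GTP binding activity at least 20 points away from 100%, either lowered or raised; inconclusive = signal likely due to the compound's own green fluorescence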;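 note: 0% = beads with excess unlabeled GTP and 100% = no-compound control corrected for plate trend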
* = called active by the depositor; ? = inconclusive; · = not tested or not shown.

Abbreviations – A = Avidin fluor; B = GSH fluor; C = Rac1 wt GTP bind; D = Rac1 mut GTP; E = Rab7 wt GTP bind; F = Pf gametocyte; G = HRas wt GTP bind; H = Cdc42 wt; I = ABCB1 inh; J = ABCG2 block; K = Rab2 wt GTP
[1] COCCCNC(=O)CN(c1cc(Cl)cc(Cl)c1)S(C)(=O)=O
  A: 5; B: 77; C: 105; D: 100; E: 101; F: ·; G: 102; H: 103; I: 0.5; J: 4; K: 101

[2] O=C(CCN1C(=O)c2ccccc2S1(=O)=O)Nc1nc2c(s1)CCCC2
  A: 9; B: 19; C: 101; D: 100; E: 102; F: ·; G: 102; H: 105; I: 1.6; J: 14; K: 103

[3] Cc1ccc(C)c(CN2CCCNC2=O)c1
  A: 25; B: 11; C: 107; D: 103; E: 102; F: 11; G: 99; H: 107; I: 0.9; J: 6; K: 99

[4] COc1ccc2nc(NC(=O)C3=NN(c4ccccc4)C(=O)CC3)sc2c1
  A: 9; B: 17; C: 104; D: 101; E: 101; F: ·; G: 102; H: 104; I: 0.1; J: 0; K: 104

[5] COc1cnc(-c2ccccc2)nc1Oc1ccc(Cl)cc1C
  A: 13; B: 16; C: 99; D: 96; E: 95; F: 28; G: 96; H: 97; I: 0.7; J: 6; K: 96

[6] O=C1CCCC2=C1C(c1cccs1)n1ncnc1N2 (stereo not given)
  A: 80*; B: 25; C: 105; D: 99; E: 100; F: ·; G: 103; H: 104; I: -0.1; J: 0; K: 102

[7] O=C(NCc1ccco1)c1cc([N+](=O)[O-])ccc1N1CCCCC1
  A: 2; B: 9; C: 107; D: 99; E: 103; F: ·; G: 101; H: 101; I: 6.5; J: 58; K: 98

[8] O=[N+]([O-])c1cccc(N=NN(CCO)c2cccc([N+](=O)[O-])c2)c1
  A: 5; B: 6; C: 99; D: 97; E: 98; F: ·; G: 100; H: 98; I: -0.2; J: 0; K: 97

[9] CCOc1cc(/C=C2/NC(=O)N(CC(=O)Nc3cccc(C)c3)C2=O)ccc1O
  A: 20; B: 12; C: 100; D: 97; E: 98; F: ·; G: 100; H: 99; I: -0.7; J: -1; K: 97

[10] C=CCNC(=O)C1CC1(c1ccccc1)c1ccccc1 (stereo not given)
  A: 6; B: 11; C: 103; D: 104; E: 103; F: ·; G: 103; H: 99; I: ·; J: 0; K: 103

[11] O=C(O)CN=C1CC(c2ccccc2)CC(=O)/C1=C(/O)CCCN1C(=O)c2ccccc2C1=O (stereo not given)
  A: 6; B: 14; C: 102; D: 97; E: 102; F: -9; G: 97; H: 97; I: 0.9; J: 1; K: 98

[12] CC(C)CCNC(=O)Cc1csc(-c2ccccc2)n1
  A: 6; B: 13; C: 94; D: 94; E: 106; F: 20; G: 99; H: 96; I: -1.9; J: 11; K: 97

[13] O=C(Nc1ccc(F)cc1)c1ccc(-n2cncn2)c([N+](=O)[O-])c1
  A: 9; B: 18; C: 101; D: 99; E: 95; F: -5; G: 101; H: 98; I: 0.0; J: 5; K: 96

[14] O=C(NCc1ccco1)c1cc2sccc2n1Cc1ccccc1
  A: 23; B: 18; C: 101; D: 93; E: 91; F: 2; G: 96; H: 97; I: 0.7; J: 2; K: 92

[15] CCOC(=O)c1nnc(-c2ccccc2)nc1N1CCSCC1
  A: 9; B: 25; C: 96; D: 96; E: 103; F: ·; G: 98; H: 96; I: 0.7; J: 5; K: 98

[16] Cc1ccc(CCNC(=O)C2CCCN(S(=O)(=O)c3cccs3)C2)cc1 (stereo not given)
  A: 9; B: 37; C: 92; D: 92; E: 93; F: -23; G: 94; H: 97; I: 1.7; J: 6; K: 90

[17] Clc1ccc(C2=Nn3c(nnc3-c3cc(-c4ccccc4)n[nH]3)SC2)cc1
  A: 35; B: 15; C: 99; D: 98; E: 99; F: 32; G: 99; H: 99; I: 1.1; J: 4; K: 99

[18] COc1cccc(Nc2cc(C)nc3nc(C)nn23)c1
  A: 4; B: 15; C: 93; D: 97; E: 98; F: ·; G: 95; H: 95; I: 0.2; J: 7; K: 96

[19] CCCCSc1nc2c(cnn2-c2ccccc2)c(=O)n1N
  A: 61*; B: 17; C: 100; D: 96; E: 100; F: 4; G: 99; H: 97; I: 0.9; J: 6; K: 98

[20] COc1ccc(/C=N/NC(=O)c2cccc([N+](=O)[O-])c2)cc1OS(=O)(=O)c1ccc(C)cc1
  A: 12; B: 7; C: 105; D: 99; E: 95; F: ·; G: 99; H: 99; I: -0.5; J: -1; K: 99

[21] O=C(N/N=C\c1ccc(COc2ccc([N+](=O)[O-])cc2)o1)c1cccc(Cl)c1
  A: 10; B: 28; C: 101; D: 98; E: 96; F: ·; G: 98; H: 101; I: -0.5; J: -4; K: 100

[22] Cc1ccc(S(=O)(=O)Oc2ccc3c(c2)O/C(=C\c2cccnc2)C3=O)cc1
  A: 5; B: 40; C: 102; D: 100; E: 99; F: ·; G: 101; H: 103; I: 1.0; J: 6; K: 100

[23] CCOc1ccc(-c2cc(CCCC(=O)NCc3cccnc3)no2)cc1
  A: 7; B: 22; C: 103; D: 100; E: 102; F: ·; G: 100; H: 100; I: -2.1; J: 1; K: 100

[24] O=C(CNc1ccccc1)N/N=C/c1cn(-c2ccccc2)nc1-c1ccccc1
  A: 13; B: 9; C: 102; D: 99; E: 98; F: -6; G: 99; H: 96; I: 0.2; J: -5; K: 101

[25] Cc1c(C(=O)NN2CCOCC2)oc2c1ccc1ccccc12
  A: 11; B: 14; C: 100; D: 96; E: 96; F: 5; G: 94; H: 92; I: 0.1; J: 4; K: 95

[26] CCOc1cccc2cc(C(=O)Nc3cc(C)on3)c(=O)oc12
  A: 4; B: 23; C: 108; D: 102; E: 101; F: 12; G: 103; H: 105; I: -3.6; J: -3; K: 102

[27] CCCc1cc(-c2n[nH]c(=S)n2CC)c2ccccc2n1
  A: 1; B: 6; C: 101; D: 99; E: 99; F: ·; G: 98; H: 99; I: 0.7; J: 3; K: 97

[28] CN(C)S(=O)(=O)Oc1ccsc1C(=O)Nc1cccc(Cl)c1Cl
  A: 9; B: 13; C: 104; D: 97; E: 101; F: 10; G: 99; H: 100; I: 0.4; J: 3; K: 99

[29] O=C(NNc1cc(N2CCCC2)nc(N2CCCC2)n1)c1ccc([N+](=O)[O-])cc1
  A: 12; B: 13; C: 99; D: 94; E: 93; F: -3; G: 95; H: 95; I: 3.9; J: 6; K: 94

[30] COc1ccc(-c2nnc3ccc(SCC(=O)NCc4ccco4)nn23)cc1OC
  A: 10; B: 43; C: 95; D: 98; E: 96; F: -32; G: 98; H: 99; I: 0.0; J: 5; K: 97

Profiles from above. Values in the order: Avidin fluor, GSH fluor, Rac1 wt GTP bind, Rac1 mut GTP, Rab7 wt GTP bind, Pf gametocyte, HRas wt GTP bind, Cdc42 wt, ABCB1 inh, ABCG2 block, Rab2 wt GTP
`Cc1ccc(CCNC(=O)C2CCCN(S(=O)(=O)c3cccs3)C2)cc1` (stereo not given) is listed as 9, 37, 92, 92, 93, -23, 94, 97, 1.7, 6, 90
`O=C(N/N=C\c1ccc(COc2ccc([N+](=O)[O-])cc2)o1)c1cccc(Cl)c1` is listed as 10, 28, 101, 98, 96, ·, 98, 101, -0.5, -4, 100
`COc1ccc(/C=N/NC(=O)c2cccc([N+](=O)[O-])c2)cc1OS(=O)(=O)c1ccc(C)cc1` is listed as 12, 7, 105, 99, 95, ·, 99, 99, -0.5, -1, 99
`CCOc1cccc2cc(C(=O)Nc3cc(C)on3)c(=O)oc12` is listed as 4, 23, 108, 102, 101, 12, 103, 105, -3.6, -3, 102

Other results:
Abbreviations – A = Avidin fluor; B = GSH fluor; C = Rac1 wt GTP bind; D = Rac1 mut GTP; E = Rab7 wt GTP bind; F = Pf gametocyte; G = HRas wt GTP bind; H = Cdc42 wt; I = ABCB1 inh; J = ABCG2 block; K = Rab2 wt GTP
[31] Cc1ccc(-c2nc(C=Nc3ccc(O)cc3)c(O)o2)cc1
  A: 8; B: 16; C: 95; D: 96; E: 102; F: 8; G: 97; H: 90; I: -1.1; J: -1; K: 100

[32] O=C(NCCCN1CCN(CCCNC(=O)c2ccc(F)cc2)CC1)c1ccc(F)cc1
  A: 13; B: 16; C: 101; D: 98; E: 102; F: -27; G: 102; H: 102; I: 0.3; J: 2; K: 104

[33] COc1nc(OCCNC(C)=O)nc(N(C)C)n1
  A: 28; B: 18; C: 96; D: 94; E: 95; F: ·; G: 96; H: 95; I: 0.2; J: 0; K: 94

[34] Cc1cc2c3nonc3ccc2n1C
  A: 25; B: 18; C: 102; D: 97; E: 97; F: -26; G: 100; H: 100; I: 0.2; J: 3; K: 99

[35] COc1ccc(Nc2cc(C(=O)NCc3ccco3)c3ccccc3n2)cc1
  A: 7; B: 21; C: 98; D: 100; E: 103; F: ·; G: 99; H: 100; I: 0.2; J: 13; K: 101

[36] O=C(NCc1ccccc1)c1ccc(OCC2CCCO2)cc1 (stereo not given)
  A: 2; B: 6; C: 101; D: 101; E: 101; F: -22; G: 99; H: 100; I: 0.2; J: 0; K: 100

[37] Cc1ccc(NC(=O)c2ccc(S(=O)(=O)NCC3CCCO3)cc2)cc1 (stereo not given)
  A: 24; B: 31; C: 108; D: 103; E: 101; F: ·; G: 104; H: 106; I: 0.2; J: 4; K: 104

[38] COc1cc(CNCCc2ccccc2)ccc1OCc1ccc(Cl)nc1
  A: 5; B: 38; C: 104; D: 99; E: 108; F: 25; G: 103; H: 102; I: 1.8; J: 4; K: 105

[39] Cc1ccc(CN2CCN(Cc3nc4c(s3)CCCC4)CC2CCO)cc1 (stereo not given)
  A: 11; B: 12; C: 100; D: 95; E: 104; F: -6; G: 99; H: 95; I: 0.6; J: 3; K: 97

[40] C=CCNC(=O)COC(=O)c1ccc(C)c(NC(=O)c2ccco2)c1
  A: 25; B: 11; C: ?; D: ?; E: ?; F: 23; G: ?; H: ?; I: -0.4; J: 0; K: ?

[41] Cc1nn(-c2ccccc2)c(C)c1/C=N/NC(=O)c1cc(C23CC4CC(CC(C4)C2)C3)[nH]n1
  A: 10; B: 36; C: 97; D: 95; E: 96; F: 7; G: 95; H: 92; I: 3.9; J: 25; K: 95

Source: PubChem BioAssay (several laboratories)
